mcGAS inh: inhibitors of mouse cGAS. Q8C6L5. recombinant cGAS, Kinase-Glo ATP depletion luminescence. inhibition, % at 12.5 µM. hit rate 0.15% among 160,000;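 note: 0% = negative control wells and 100% = reference inhibitor with no enzyme activity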
NPYLR7 agonist: mosquito NPYLR7 agonism. HEK293T NPYLR7/Galpha15, GCaMP6s calcium fluorescence. activation, % at 10 µM. hit rate 0.15% among 270,000; in the data active = activation above about 40%;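 note: 0% = vehicle and 100% = reference agonist at the receptor; some compounds past the cut are filed as inactive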
hcGAS inh: human cGAS inhibition | recombinant h-cGAS, ATP depletion, Kinase-Glo luminescence | AID 1259398 | inhibition, % at 12.5 µM | hit rate 0.081% among 290,000 | Q8N884;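 note: 0% = vehicle reaction and 100% = reaction without DNA for no activity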
Target sequence (Q8N884 whole entry, looked up): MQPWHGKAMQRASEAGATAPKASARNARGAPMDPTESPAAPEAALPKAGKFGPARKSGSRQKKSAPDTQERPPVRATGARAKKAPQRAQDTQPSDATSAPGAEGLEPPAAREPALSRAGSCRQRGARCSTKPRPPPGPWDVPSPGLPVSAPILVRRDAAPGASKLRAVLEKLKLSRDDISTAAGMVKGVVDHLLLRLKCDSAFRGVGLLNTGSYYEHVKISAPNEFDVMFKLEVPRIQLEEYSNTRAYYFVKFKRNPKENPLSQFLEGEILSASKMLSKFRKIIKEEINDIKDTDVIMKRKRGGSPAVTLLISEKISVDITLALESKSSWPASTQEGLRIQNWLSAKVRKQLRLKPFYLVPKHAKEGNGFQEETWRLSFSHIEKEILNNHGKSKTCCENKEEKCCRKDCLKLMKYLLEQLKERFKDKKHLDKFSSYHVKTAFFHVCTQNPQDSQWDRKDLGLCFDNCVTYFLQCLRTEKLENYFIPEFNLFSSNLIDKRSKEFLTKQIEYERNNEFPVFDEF
The depositor's hits bear a star; · = not tested or not shown; & = joins results of further samples. Cut-off read from the data, not from the text of the source, unless noted: active = inhibition above about 40%; inactive = the rest.

SMILES	mcGAS inh	NPYLR7 agonist	hcGAS inh
Cc1csc(NC(=O)Cc2cc(-c3ccc(Cl)cc3)on2)n1	-5.0	1.0	-5.2
NC(=O)c1ccsc1NC(=O)c1ccno1	21.5	-5.4	4.3
CC#CCN1C(=O)C(CCC(=O)N2CCN(C)CC2)NC(=O)c2ccccc21 (stereo unspecified)	·	-0.3	1.4
O=C(C1CCCO1)N1CCCN(S(=O)(=O)NCc2ccccc2)CC1 (stereo unspecified)	-5.6	·	-5.4
CN(C)CCNC(=O)c1ccccc1N1CCC(NC(=O)c2cccs2)CC1	-4.6	24.6	-2.4
CCCCN(CC(=O)Nc1c(-c2ccccc2)c(C)nn1-c1ccc(C)cc1)C(=O)c1ccco1	-3.6	7.4	-7.9
CCOc1ccc(-c2ccc(C(=O)N3CC=C(c4ccccc4)CC3)s2)cc1	-4.8	-3.3	-2.1
O=C1CC(N2CCC(c3nc4ccccc4s3)CC2)C(=O)N1c1ccc(F)cc1 (stereo unspecified)	-1.6	7.9	-2.8
CC1CC(Sc2nnc(-c3cccs3)n2C2CC2)C(=O)O1 (stereo unspecified)	·	2.8	-2.3
CCN(CC)S(=O)(=O)c1ccc(NC(=O)CNc2cc(C)cc(C)c2)cc1	·	3.6	-6.6
CCC(=O)Nc1ccc(Nc2cc(OC)nc(C)n2)cc1	-5.7	5.6	-7.4
CCC1=NOC(Cn2cnc(-c3ccccc3)c2-c2c(C)nn(C)c2Cl)C1 (stereo unspecified)	·	5.2	-3.0
CC(C)N(C(=O)Cn1cc(SCC(=O)Nc2ccccc2)c2ccccc21)C(C)C	0.7	-6.9	-0.3
COc1ccc(C(=O)NCCCNC(=O)[C@H]2CCCN2C(=O)c2cc(OC)c(OC)c(OC)c2)cc1	-11.1	23.3	-9.3
CC(C)SC(NC(=O)OCc1ccccc1)C(=O)Nc1nccs1 (stereo unspecified)	-4.7	-6.3	-3.5
O=C(CCc1ccccc1)N1CCC(n2c(C(F)(F)F)nc3ccccc32)CC1	-6.6	3.8	-5.8
CC(C)c1cccc(C(C)C)c1NC(=O)N(Cc1ccc(OS(=O)(=O)c2ccc(F)cc2)cc1)Cc1ccco1	-4.5	-8.3	-6.4
Cc1cc(N2CCCC2)ccc1NC(=O)COc1ccc(F)cc1	-6.9	2.1	-8.9
Cc1cc2c(cc1Cl)N(C(=O)Nc1ccnc3ccccc13)CC2	-4.2	2.1	-4.0
Cn1cc(C2=C(c3cn(CCCSC(=N)N)c4ccccc34)C(=O)NC2=O)c2ccccc21	·	11.0	0.1

4 records picked at random from the list so far, as already listed:
SMILES	mcGAS inh	NPYLR7 agonist	hcGAS inh
CC(C)N(C(=O)Cn1cc(SCC(=O)Nc2ccccc2)c2ccccc21)C(C)C	0.7	-6.9	-0.3
Cc1cc2c(cc1Cl)N(C(=O)Nc1ccnc3ccccc13)CC2	-4.2	2.1	-4.0
NC(=O)c1ccsc1NC(=O)c1ccno1	21.5	-5.4	4.3
Cc1csc(NC(=O)Cc2cc(-c3ccc(Cl)cc3)on2)n1	-5.0	1.0	-5.2

Other entries follow:
SMILES	mcGAS inh	NPYLR7 agonist	hcGAS inh
c1cc(CN(Cc2ccoc2)C2CCCCC2)on1	·	4.7	-4.5
Cc1nc2ccccc2c2nc(N)nn12	·	6.2	-6.4
CCOCCCN(CC(=O)c1c(C)c(C(=O)OCC)n(CC)c1C)C(=O)Nc1c(C)cccc1C	-5.2	-5.8	-6.4
CCn1c(=NC(=O)CCS(=O)(=O)c2ccccc2)sc2cccc(OC)c21	-5.4	10.9	-4.7
COc1cc(C(=O)Oc2cc(C)[nH]c(=O)c2[N+](=O)[O-])cc(OC)c1OC	-6.5	4.7	-5.9
Cc1csc(C2CCCCN2C(C)C(=O)NC(C)c2ccccc2)n1 (stereo unspecified)	·	-0.5&-6.5	-2.8&-1.4
Cc1ccc(C)c(NC(=O)CC(=O)NCCc2c[nH]c3ccccc23)c1	-9.1	1.3	-4.4
O=c1[nH]c2ccc(S(=O)(=O)Nc3ccc(Cl)cc3Cl)cc2s1	·	5.9	-7.9
COCCN(Cc1ccc(C)cc1)Cc1cccc(O)c1	-4.2	3.9	0.8
NC(=O)c1cc(CCOC(=O)C(c2ccccc2)n2cccn2)c(C(F)(F)F)[nH]c1=O (stereo unspecified)	·	0.3	-2.6
Cn1c(=O)c2c(ncn2CC(=O)NC(C)(C)C)n(C)c1=O	·	8.3	-2.9
c1ccc(-c2cccc(CN3CCC(OCc4cccnc4)CC3)c2)nc1	·	6.3	-1.3
O=C1OC(Nc2nc3ccccc3s2)c2ccccc21 (stereo unspecified)	-3.6	18.7	-7.3
CCOc1ccc(-n2c(C(CC)N(CCc3ccccc3)C(=O)Nc3cccc(F)c3)nc3ccccc3c2=O)cc1 (stereo unspecified)	-5.5	-3.8	-14.9
COc1cccc(-c2cc(C(=O)N3CCN(Cc4ccccc4)CC3)n3nc(-c4ccccc4)cc3n2)c1	-4.6	-7.1	-2.3
Cc1cccc(-n2nc3c(c2NC(=O)c2ccc(OC(C)C)cc2)CS(=O)C3)c1C (stereo unspecified)	·	-0.1	-6.9
CCN(CC)S(=O)(=O)c1cc(C)c(C)c(NS(=O)(=O)c2ccc3c(c2)OCCO3)c1	·	1.0	-10.2
Cc1ccccc1C(NC(=O)C1CCN(CCc2ccc3c(c2)OCO3)CC1)c1cnccn1 (stereo unspecified)	-1.4	8.5	-1.1
Clc1ccc(C(Cn2ccnc2)OCc2c(Cl)cccc2Cl)c(Cl)c1 (stereo unspecified)	-3.8	-1.6	-4.1
CCOc1ccc(Nc2oc(-c3ccc(OC)cc3)nc2C#N)cc1	·	1.3	-9.8
COCCNC(=O)CCN1C(=O)C(C)SC1c1ccccc1C (stereo unspecified)	-5.8	-3.4	-6.9
c1ccc2c(c1)CCCN2CCCn1cnnc1	·	4.8	4.3
CCCNC(=O)c1ccc(S(=O)(=O)N2CCCC2)cc1	0.5	-1.6	2.2
CCCN1CCN(C(=O)C(CC(C)C)NC(=O)c2ccc(Cl)cc2)CC1 (stereo unspecified)	-2.1	-0.2	7.1
O=C(CCN1CCN(CCc2ccncc2)CC1)NC1CCCCCC1	-6.1	-18.2	-0.2
COc1cccc(-n2ccnc2SCc2nc3ccccc3c(=O)n2CC(N)=O)c1	·	6.2	-4.7
O=C(NCCn1nc(-c2ccccc2)ccc1=O)C1CCCC1	-7.9	-0.9	-3.6
CCN1CCN(C(=O)c2cccc(Cn3ccsc3=NS(=O)(=O)c3ccc(C)cc3)c2)CC1	-3.0	·	-3.7
Cc1ccc(-c2cc(C(=O)NC(Cc3ccccc3)c3ccccc3)n(-c3cccc([N+](=O)[O-])c3)n2)o1 (stereo unspecified)	-3.0	10.3	-5.8
CCCCNC(=O)Nc1cccc(CS(=O)Cc2ccccc2)c1 (stereo unspecified)	-12.6	15.6	-7.0
CCc1nc(C2CC(=O)Nc3c2cnn3Cc2ccccc2Cl)c(C)[nH]1 (stereo unspecified)	-15.8	25.2	-7.7
Cn1c(SCC(=O)NC(=O)NC2CCCCC2)nnc1-c1ccco1	·	-3.9	7.0
COCCOC1CCC12CCN(C(=O)c1ocnc1C)CC2 (stereo unspecified)	-4.3	·	-2.8
COCCN(CC(=O)N1CCc2sccc2C1c1ccc(Cl)cc1Cl)C(=O)c1ccccc1F (stereo unspecified)	-1.8	-5.6	2.7
COC(=O)c1[nH]nc2c1C(c1ccc3c(c1)CC(C)(C)O3)CC(=O)N2 (stereo unspecified)	-7.7	2.7	-1.3
CCOC(=O)C1(CCc2ccccc2)CCN(C(=O)c2ccc(COC)o2)CC1	-4.0	-8.6	-2.4
CCN(CCn1cccn1)C(=O)CC1C(=O)NCCN1Cc1cc(OC)cc(OC)c1 (stereo unspecified)	·	6.6	-9.5
CC1CCCC(NC(=O)CSc2nnc(-c3ccco3)n2C)C1C (stereo unspecified)	·	0.9	-7.2
O=C(NCCc1ccccc1)C1CCC(C(=O)NCCc2ccccc2)CC1 (stereo unspecified)	-8.1	15.8	-6.5
COc1ccc(C2=NC(=Cc3ccc4c(c3)OCCO4)C(=O)O2)cc1OC	·	4.0	-6.6

Four entries from above, with each value named.
O=C(NCCn1nc(-c2ccccc2)ccc1=O)C1CCCC1
  mcGAS inh: -7.9
  NPYLR7 agonist: -0.9
  hcGAS inh: -3.6
COCCN(CC(=O)N1CCc2sccc2C1c1ccc(Cl)cc1Cl)C(=O)c1ccccc1F (stereo unspecified)
  mcGAS inh: -1.8
  NPYLR7 agonist: -5.6
  hcGAS inh: 2.7
CCN1CCN(C(=O)c2cccc(Cn3ccsc3=NS(=O)(=O)c3ccc(C)cc3)c2)CC1
  mcGAS inh: -3.0
  NPYLR7 agonist: ·
  hcGAS inh: -3.7
COCCOC1CCC12CCN(C(=O)c1ocnc1C)CC2 (stereo unspecified)
  mcGAS inh: -4.3
  NPYLR7 agonist: ·
  hcGAS inh: -2.8

Further entries
SMILES	mcGAS inh	NPYLR7 agonist	hcGAS inh
COc1ccc(OC)c(N)c1	·	4.9	-15.0
Cc1c(C(=O)N(C)CC(=O)Nc2cccc(F)c2)sc2ncn(C)c(=O)c12	·	-5.9	-5.3
O=C1NC(=S)SC1=Cc1ccccc1Cl	·	6.2	56.2*
COC(=O)c1cc2n(n1)CCCN(Cc1coc3ccccc3c1=O)C2	·	-4.9	-11.9
O=C(c1cccnc1-c1ccoc1)N1C[C@H]2CC[C@@H]1C2	·	0.6	0.8
COc1ccc2nc(N(CCN(C)C)C(=O)C3CCCCC3)sc2c1	-7.6	-3.4	-8.5
c1csc(Nc2nc3cc4c(cc3s2)OCO4)n1	-9.2	5.3	-13.7
COCCNC(=O)Cn1nc(C(C)C)c2cnn(-c3ccccc3C)c2c1=O	·	1.6	-6.8
N#CC1C(=N)Oc2n[nH]c(-c3ccc4c(c3)OCO4)c2C1c1ccc(F)cc1 (stereo unspecified)	·	10.2	-13.2
CCc1cccc2sc(N(Cc3ccccn3)C(=O)c3cccc(N4C(=O)CCC4=O)c3)nc12	-10.0	-3.5	-3.4
COc1ccc(-c2csc(NC(=O)C34CC5CC(CC(Cl)(C5)C3)C4)n2)cc1OC	·	5.9	-0.4
CCCCN(C(=O)c1ccc(S(=O)(=O)N(CC)CC)cc1)C1CCS(=O)(=O)C1 (stereo unspecified)	·	-15.1	2.9
Cc1cn2c3c(=O)n(Cc4ccccc4Cl)c(=O)n(C)c3nc2n1CCN(C)C	-9.8	·	-7.5
COCCC1CCCCN1Cc1cccc(C(C)=O)c1 (stereo unspecified)	-1.6	-7.2	-1.3
CC(SCc1cccc(F)c1F)C(=O)NC(C)(C)C (stereo unspecified)	-7.7	-1.3&1.7	-9.8&-7.7
CS(=O)(=O)N1CCCC(NCc2ccc(-c3ccc(C(F)(F)F)cc3)o2)C1 (stereo unspecified)	·	-0.7	-7.6
COc1cc2c(cc1OC)C(c1cccc(Cl)c1)N(C(=O)C=C(C)C)CC2 (stereo unspecified)	-4.3	5.6	-6.7
CN(Cc1ccccc1Cl)C(=O)C1CCCN1C(=O)OC(C)(C)C (stereo unspecified)	-5.7	11.8	-12.7
COc1ccc(-n2nnnc2SCc2ccc(C(=O)N3C4CCC3CC(Oc3cc(C)ccc3Cl)C4)cc2)cc1 (stereo unspecified)	-3.6	8.9	3.5
CCc1nnsc1C(=O)N1CCCN(c2ccncc2C)CC1	·	0.4	-5.1
O=C(CNC(=O)c1ccncc1)N=Nc1c(O)n(Cc2ccccc2)c2ccccc12	-1.0	-1.7	-2.0
O=C(C1CCCC1)N1CCC(NCc2cccc3c2OCCCO3)C1 (stereo unspecified)	-9.1	6.9	-13.3
CCOC(=O)c1c(NC(=O)C=Cc2ccco2)sc(Cc2ccc3c(c2)OCO3)c1C	-7.1	0.1	-5.9
CC(C(=O)Nc1ccc(=O)n(C)c1)S(=O)(=O)c1ccc(F)cc1 (stereo unspecified)	-0.2	2.3	5.8
CCOC(=O)c1nn(-c2ccc(F)cc2)c(=O)cc1N1CCc2ccccc21	·	7.4	-3.9
Cc1ncoc1C(=O)N1CCC2(CCCN(Cc3cccc(F)c3F)C2)C1 (stereo unspecified)	·	2.3	-8.3
Cc1oc(-c2cccc(Cl)c2)nc1CN1N=NC2C(=O)N(c3ccc(F)cc3)C(=O)C21 (stereo unspecified)	0.7	-6.8	3.2
CC(C)(C)C(=O)N1CCCC(C(=O)N2CCOCC2)C1 (stereo unspecified)	0.8	·	6.8
O=C(Nc1ccccc1-n1ccnn1)C1CCCN1 (stereo unspecified)	-17.3	-3.5	-9.1
COc1ccc(-n2nnc(C(=O)OCc3ccc(F)cc3)c2C)cc1Cl	-8.3	6.8	-8.5
N#Cc1ccccc1COC1C[C@](OCc2ccc(F)cc2)(C(=O)NCC2CCCO2)C[C@@H](O)[C@H]1O (stereo partly specified)	-7.4	6.4	-2.4
Cc1cnc(CN(C)C(=O)c2ccc(OCC(=O)N3CCCCC3)cc2)[nH]1	-10.6	1.4	-0.4
N#Cc1cccc(NC(=O)Nc2ccc(N3CCCCC3)c(C(=O)N3CCCC3)c2)c1	-5.2	29.2	-5.2
O=C(O)c1ccccc1S(=O)(=O)Cc1ccccc1	·	-0.4	-0.9
O=S1(=O)C=CC(=C(Cl)Cl)C1	·	8.4	0.6
O=S(=O)(c1ccc2ccccc2c1)N1CCN(c2ccccn2)CC1	·	-0.7	-3.7
CCc1nc(Cl)c2c3c(sc2n1)CN(CC)CC3	·	4.3	-3.4
CN(C)c1ncc2c(n1)CCCC2NC(=O)CCc1cnccn1 (stereo unspecified)	·	18.9	-0.7
CC1(C(=O)NS(=O)(=O)c2cccc(C#N)c2)CCN1C(=O)Cc1cccc2ccccc12 (stereo unspecified)	·	3.8	-7.5

Compound activity deposited in PubChem BioAssay by Fisher Drug Discovery Resource Center.
